From PubChem
D2 ag = D2 dopamine receptor (human) agonism; HEK293 T-REx D2 cells, calcium flux agonist mode; activation, % at 2 µM; actives 0.53% (n = 340,000); AID 485358;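 active = activation over 3 SD above normal in the single-dose calcium agonist read, cut at about 30% in these data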; note: 0% is about no effect
Target sequence (P14416 whole entry, looked up): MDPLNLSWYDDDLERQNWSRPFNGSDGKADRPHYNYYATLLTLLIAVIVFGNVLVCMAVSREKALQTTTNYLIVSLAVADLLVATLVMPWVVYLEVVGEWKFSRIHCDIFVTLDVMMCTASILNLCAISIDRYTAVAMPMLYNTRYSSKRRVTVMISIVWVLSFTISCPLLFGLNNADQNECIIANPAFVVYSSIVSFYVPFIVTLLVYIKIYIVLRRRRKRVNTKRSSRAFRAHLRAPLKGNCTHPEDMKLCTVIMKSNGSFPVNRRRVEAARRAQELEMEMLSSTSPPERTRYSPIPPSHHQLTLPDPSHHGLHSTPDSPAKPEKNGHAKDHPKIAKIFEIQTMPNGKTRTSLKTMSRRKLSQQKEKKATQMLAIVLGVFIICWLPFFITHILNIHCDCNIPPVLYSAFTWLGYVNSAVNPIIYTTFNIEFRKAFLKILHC
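Tetracycline-induced HEK293 Trex cells with D2 receptor force-coupled to calcium signaling, plated overnight at 30 C and loaded with no-wash calcium dye. Calcium flux read kinetically for 180 s after compound addition; responses flag agonists.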
RXFP1 antagonist = antagonists of human relaxin receptor RXFP1 | Q9HBX9 | HEK293-RXFP1, relaxin-stimulated cAMP HTRF, 30 min; stronger effect = lower value | activity change, negative = inhibition, % at 57.5 µM | actives 0.59% (n = 350,000);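 active = activity change of -60% or lower, but not beyond a set lower limit; inconclusive = change between -60% and -40%, or beyond the set limit; inactive = change above -40%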; note: % is set by controls: 0 for no effect and ±100 for the full control effect
D1 antag = blocks dopamine activation of the human D1 receptor; AID 504652; HEK293 TREx D1 cells, calcium flux, dopamine EC80; stronger effect = lower value; activity change, negative = inhibition, % at 10 µM; actives 3.2% (n = 360,000); in the data active = activity change below about -30%; note: % is set by controls: 0 for no effect and ±100 for the full control effect
Target sequence (P21728 whole entry, looked up): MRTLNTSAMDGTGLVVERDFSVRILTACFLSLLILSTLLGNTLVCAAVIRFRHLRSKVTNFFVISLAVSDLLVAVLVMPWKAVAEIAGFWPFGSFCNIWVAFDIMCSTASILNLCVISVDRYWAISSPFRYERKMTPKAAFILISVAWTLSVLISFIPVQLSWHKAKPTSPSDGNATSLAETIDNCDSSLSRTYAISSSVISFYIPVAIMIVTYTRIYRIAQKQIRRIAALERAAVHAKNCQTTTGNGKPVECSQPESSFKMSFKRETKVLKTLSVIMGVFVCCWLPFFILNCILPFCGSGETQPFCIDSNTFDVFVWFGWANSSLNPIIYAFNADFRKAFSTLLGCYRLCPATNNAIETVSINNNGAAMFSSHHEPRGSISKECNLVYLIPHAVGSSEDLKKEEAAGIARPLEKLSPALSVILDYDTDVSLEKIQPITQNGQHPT
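After overnight tetracycline induction at 30 C, force-coupled D1 HEK293 cells took up a no-wash calcium dye at room temperature. Compounds were added and monitored 180 s, and the response to EC80 dopamine was then recorded.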
RXFP1 ag = activates the human relaxin receptor RXFP1 | HEK293T-RXFP1 cAMP TR-FRET, 30 min; response scale: percent of porcine relaxin response, buffer zero | Potency, µM (doses to about 57.5 µM), for the others: at the top dose activation, most hits filed as activators | actives 0.3% (n = 370,000); active = well fitted activation curve with a large enough effect; inconclusive = small, poorly fitted or top-dose-only effect; note: potency is the fitted concentration of half-maximal effect; % is set by controls: 0 for no effect and ±100 for the full control effect; nearly all actives have a fitted effect of over 60% in size; many of its hits are not listed in these tables
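Agonist response is measured as cAMP accumulation in an RXFP1-transfected HEK293T line under PDE4 inhibition. Values are scaled between buffer-only and 29 nM porcine relaxin, and EC50s come from standard Hill equation fits.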
TRHR enhancer = TRH receptor (human) allosteric enhancement | TRHR cells, fluo-8 calcium fluorescence, EC20 TRH enhancement | enhancement, % at 2 µM | actives 0.66% (n = 360,000) | P34981; in the data active = enhancement above about 30%; note: 0% is about no effect
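TRHR-expressing cells loaded with fluo-8 calcium dye were read kinetically (ex 480/em 530) during compound addition, then stimulated with an EC20 of TRH (10 nM final). Enhancement of the Gq-mediated intracellular calcium response was scored.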
D1 PAM = potentiators of human D1 dopamine receptor; HEK293 TREx D1 cells, calcium flux, dopamine EC20 potentiation; AID 504651; actives 0.036% (n = 360,000); potentiation, % at 10 µM; P21728; in the data active = potentiation above about 30%; note: 0% is about no effect
D2 potentiator = D2 dopamine receptor (human) potentiation; HEK293 T-REx D2, calcium flux, EC20 dopamine potentiation; potentiation, % at 10 µM; actives 0.34% (n = 340,000); AID 485347;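 active = potentiation over 3 SD above the plate norm, cut at about 30% in these data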; note: 0% is about no effect
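Cells plated with tetracycline inducer and held overnight at 30 C; calcium dye loaded 30–90 min at room temperature; baseline taken, compound added and read 180 s; EC20 dopamine then added and read 180 s.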
D2 antagonist = antagonizes the human D2 dopamine receptor | HEK293 TREx D2 cells, calcium flux, dopamine EC80 | P14416 | AID 485344 | inhibition, % at 10 µM | actives 2% (n = 340,000); in the data active = inhibition above about 30%; note: 0% is about no effect
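Overnight-induced (tetracycline, 30 C) HEK293 T-REx cells carrying force-coupled D2 receive a no-wash calcium dye, then compound, then EC80 dopamine at 180 s; signals are read kinetically throughout.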
D1 agonist = activates the human D1 dopamine receptor; P21728; activation, % at 2 µM; HEK293 T-REx D1 cells, calcium flux, agonist mode; actives 1% (n = 360,000); AID 504660; in the data active = activation above about 30%; note: 0% is about no effect
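Tetracycline-induced HEK293 TREx D1 cells, force-coupled to calcium signalling, were dye-loaded with a no-wash calcium kit. Compound was pin-added after a 10 s baseline. Fluorescence was read kinetically at 1 cycle/s for 180 s, with calcium rises flagged as agonism.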
* hit, by the source's call; ? = inconclusive; / = not tested or not shown; & = joins results of further samples; ! = not active in a repeat. An excerpt; count on the stated rates, not on these rows.

SMILES	D2 ag	RXFP1 antagonist	D1 antag	RXFP1 ag	TRHR enhancer	D1 PAM	D2 potentiator	D2 antagonist	D1 agonist
CCN(CC)C(=S)SCC(=O)Nc1ncc2c(n1)CC(C)(C)CC2=O	0.4	-8	7	-0.9%	0	-4	10	-16	1
C(#CCN1CCC(Cc2ccccc2)CC1)COCCOCc1ccccc1	14	-7	-35*	-0.7%	-10	-5	-25	9	4
CCc1ccc(N2CC(C(=O)Nc3ccc(S(=O)(=O)N4CCCCC4)cc3)CC2=O)cc1 (stereo not drawn)	-0.6	0	5	-0.8%	9	-1	-7	13	4
COCCNC(=O)c1ccc2c3n(nc2c1)-c1ccccc1CO3	-0.3	/	-14	0.0%	4	4	17	10	-1
COc1ccc(C(=O)c2ccc(-c3ccc(OC)cc3)nc2)cc1	-0.3	16	-9	?	13	-3	5	1	2
CC(=O)N1CCC2(CC1)C(C#N)=C(N)OC1=C2C(=O)CC(C)(C)C1	-0.1	-6	-18	2.3%	1	-2	10	-5	3
CC(=O)Oc1cc2cccc(OC(C)=O)c(=O)c2c(OC(C)=O)c1OC(C)=O	-1.6	/	-3	-4.3%	3	-3	2	-20	1
CCc1ccc(N2C(=O)CSC23C(=O)N(Cc2cccc(F)c2)c2ccccc23)cc1 (stereo not drawn)	-1.5	/	-1	-0.3%	2	-1	/	/	9
COC(=O)CC1COc2ccccc2N1C(=O)c1ccc(Cl)cc1 (stereo not drawn)	0.4	-4	-25	0.6%	-1	-5	4	-8	2
COc1ccc2c(c1)[C@H]1[C@H](CO2)[C@H](c2ccccc2)[C@]2(C)C(=O)Nc3ccccc3C(=O)N12	-1.6	/	-13	-0.9%	-3	-2	-8	8	3
CNS(=O)(=O)c1ccc(Cl)nc1	3.0	10	1	2.1%	2	-2	9	-4	3
COc1ccc(CC(=O)Nc2ccccc2C(=O)N2CCOCC2)cc1	0.5	3	-4	2.8%	-6	5	-7	44*	0
Cc1nn(C)c(C)c1S(=O)(=O)N(CC(=O)Nc1ccc2c(c1)OCO2)c1ccc(C(C)C)cc1	-0.9	/	1	-2.2%	-1	6	0	0	2
COc1ccc(NC(=O)c2cc(-c3cc(Cl)ccc3O)n[nH]2)c(OC)c1	0.2	10	-10	0.5%	3	-2	4	-5	3
CC(=O)Nc1cc(NC(C)=O)cc(C(=O)NC(C)(C)C)c1	-0.1	-2	-28	2.4%	0	-1	15	-5	2
C#CCOc1ccc(Br)cc1/C=N/O	-1.8	-1	-6	-1.2%	23	7	14	-1	1
O=C(CCS(=O)(=O)c1ccc(Br)s1)Nc1cc(C(F)(F)F)cc(C(F)(F)F)c1	1.8	/	2	6.3%	-3	0	23	/	9
S=C(c1ccc(Cl)cc1)N1CCN(Cc2ccccc2)CC1	-2.6	-13	3	0.1%	-3	5	-16	-10	2
CN(CC(=O)Nc1ccc(Cl)c(C(F)(F)F)c1)C(=O)Cc1ccsc1	/	-5	-9	-0.7%	-4	-6	/	/	15
CCOC(=O)N1CCN(c2ncnc3c2cnn3-c2ccc(Cl)cc2)CC1	1.0	/	4	0.5%	-1	-2	-8	-15	4
O=C(Cn1c(CO)nc2ccccc21)NCc1ccc2c(c1)OCO2	-0.3	-16	4	3.0%	-8	-1	12	-4	1
COc1ccc(C(=O)NC(C(=O)NCCc2ccc3c(c2)OCCO3)C(C)C)cc1 (stereo not drawn)	/	0	21	1.3%	0	-7	/	/	-1
COc1ccc(CC(=O)Nc2c(C(=O)N3CCN(c4ccccc4)CC3)oc3ccccc23)cc1OC	8.9&3.0	5&-6	-31*!	-5.9%&-4.6%	-3&-3	-4&-2	-2&0	-6	-1&4
Cc1cc(NC(=O)CCc2ccc(S(=O)(=O)N3CCOCC3)cc2)n(-c2ccccc2)n1	0.3	-2	3	0.3%	4	-1	7	-15	-1
CCOC(=O)c1c(Cc2ccccc2)c[nH]c1C	-1.0	2	-29	-3.4%	4	-4	-5	-4	2
CCOc1ccc(NC(=O)c2oc3ccccc3c2NC(=O)Cc2ccc(OC)c(OC)c2)cc1	-0.5	/	4	-2.0%	1	-3	/	/	1
Cc1ccc(OCCNC(=O)c2cc(C(=O)NCCOc3ccc(C)cc3)cc([N+](=O)[O-])c2)cc1	0.0	-2	4	0.8%	-2	-2	10	-11	5
COCC(=O)Nc1ccc(S(=O)(=O)N2CCCC2)cc1	1.9	-3	20	-1.0%	2	-2	0	1	2
CCCCC(=O)Nc1c(-c2cccc(OC)c2)c(=O)c2ccccc2n1C	-0.3	6	9	4.5%	-13	6	-6	-11	5
S=C(Nc1ccccc1)Nc1nc2ccccc2n1CCOc1ccccc1	/	30	6	-1.1%	4	-8	/	/	3
CCCn1cc(CN2CCC(N3CCC(C(=O)N4CCOCC4)CC3)CC2)c(C)n1	1.8	-8	-6	-2.5%	-4	6	-1	1	1
CCCS(=O)(=O)N1CCC(Cc2ccc(OC)cc2)(C(=O)OCC)CC1	-0.1	-1	-1	-0.1%	1	-1	19	-5	4
COc1cccc(N2CC(NC(=O)CCCc3ccccc3)CC2=O)c1 (stereo not drawn)	-1.3	-9	/	1.0%	2	0	2	/	-4
CCn1c(SCc2nc(-c3ccc(Cl)cc3)no2)nnc1-c1ccco1	-1.1	-1	-16	3.1%	-6	2	-5	-18	8
Cc1ccc(OCC(=O)NC(=S)Nc2ccc3c4c(cccc24)CC3)cc1	1.5	14	6	?	-2	6	8	-7	6
CCOCCCNC(=O)C(c1ccccc1)N(Cc1cccs1)C(=O)c1ccccc1O (stereo not drawn)	-0.6	-6	22	-2.0%	1	1	-10	-13	1
CC1(C)C(c2cccs2)=[N+]([O-])C2(CCCCC/C2=N\NC(N)=S)N1O (stereo not drawn)	/	-3	-1	2.7%	1	-3	/	/	-1
CCc1ccc(NCc2ccc(OC)c(Cn3ccnc3)c2)cc1	0.0	-1	3	0.4%	-4	-8	6	8	4
CCc1cccc(NC(=O)C2CCN(S(=O)(=O)c3ccc(Br)s3)CC2)c1	/	-4	-12	3.9%	-13	-4	-6	/	2
CCOc1c(C=C(C#N)C#N)c2ccccc2n1CC	-1.6	20	-6	1.3%	1	-3	-7	5	1
CCn1c(O)c(/C=N/N=C/c2ccc(OC)cc2)c2cc(C3=NNC(=O)CC3)ccc21	4.4	-6	1	0.7%	15	3	3	-4	29
Cc1cc2c(s1)c1cnn(Cc3cccc(C)c3F)c(=O)c1n2C	/	/	4	/	1	-1	/	/	5
Cc1cc(NS(=O)(=O)c2ccc(NC(=O)CCCOc3ccccc3C)cc2)no1	-0.1	-3	-13	1.5%	-2	-7	2	19	2
CCOc1ccccc1Nc1ncccc1C(=O)O	1.2	-6	-5	3.0%	3	-4	-3	1	2
O=C(Nc1ccccc1C(=O)NCCN1CCOCC1)c1ccc(Cl)cc1Cl	-0.5	6	-31*	2.7%	5	-7	8	-33	0
CC(=O)NC(Cc1ccccc1F)C(=O)NC1CCN(c2ncccc2[N+](=O)[O-])CC1 (stereo not drawn)	0.9	2	2	-1.6%	1	-2	-7	9	3
CCOC(=O)C1CCN(C(=O)CCS(=O)(=O)c2ccc3c(c2)CCN3C(=O)CC)CC1	0.4	8	3	3.0%	1	-6	-1	-1	-1
CC(=O)c1ccc(OCC(O)CN2CCN(CCN3C(=O)c4cccc5cccc(c45)C3=O)CC2)cc1 (stereo not drawn)	-1.0	-3	-1	-0.9%	-1	-3	3	-6	1
O=C(Nn1cnc2ccccc2c1=O)c1ccc(Cl)c([N+](=O)[O-])c1	1.4	0	-5	0.6%	-5	-6	5	0	3
COc1ccc(C2SCC(=O)N2CCc2ccc(OC)c(OC)c2)cc1 (stereo not drawn)	-0.7	0	12	0.5%	29	-1	20	6	7
(next part)
SMILES	D2 ag	RXFP1 antagonist	D1 antag	RXFP1 ag	TRHR enhancer	D1 PAM	D2 potentiator	D2 antagonist	D1 agonist
Cn1c2c(c(=O)n(C)c1=O)[C@@]1(C(=O)Nc3ccccc31)C(C#N)=C(N)O2	0.4	-6	-3	-1.5%	0	0	14	-15	0
NC(=O)SC/C(=N\S(=O)(=O)c1ccccc1)Nc1ccccc1	1.1	-1	3	-0.9%	1	-5	-2	4	0
O=C(COc1ccc(Br)cc1Cl)NC1CCCCC1	-0.5	3	-18	0.3%	-6	4	-5	7	6
Cn1c(=O)[nH]c(=O)c2c1nc(N1CCN(CCO)CC1)n2CCSc1nc2ccccc2s1	-0.4	12	1	-0.5%	2	/	-7	7	1
CCOC(=O)Cc1csc(NC(=O)c2ccc3c(c2)OCO3)n1	0.0	10	-26	0.2%	11	-3	3	0	2
CC(C)(C)C1CCc2c(sc(NC(=O)c3cc4ccccc4c(=O)o3)c2C(N)=O)C1 (stereo not drawn)	0.3	/	9	-4.3%	11	-2	11	/	-1
CN(C(=O)CSc1nc2ccc(NC(=O)c3ccccc3)cc2s1)c1ccccc1	-1.5	/	-2	0.2%	-8	0	9	/	-2
Cc1ccc(C(=O)NC(=S)Nc2cc(C(F)(F)F)ccc2Cl)cc1	-0.3	-4	13	-4.3%	6	1	0	-10	6
Cc1cc(C)nc(/N=C2\NC(=O)CC(C(=O)O)N2c2ccc(Oc3ccccc3)cc2)n1 (stereo not drawn)	0.7	-2	-14	2.2%	-2	10	2	8	2
CCN(C(=O)COC(=O)c1cccnc1Nc1cccc(C(F)(F)F)c1)C1CCS(=O)(=O)C1 (stereo not drawn)	5.4	-7	-18	1.9%	-1	-1	20	5	9

Already shown: entries from further up.
SMILES	D2 ag	RXFP1 antagonist	D1 antag	RXFP1 ag	TRHR enhancer	D1 PAM	D2 potentiator	D2 antagonist	D1 agonist
Cc1ccc(C(=O)NC(=S)Nc2cc(C(F)(F)F)ccc2Cl)cc1	-0.3	-4	13	-4.3%	6	1	0	-10	6
Cc1cc(C)nc(/N=C2\NC(=O)CC(C(=O)O)N2c2ccc(Oc3ccccc3)cc2)n1 (stereo not drawn)	0.7	-2	-14	2.2%	-2	10	2	8	2
CCN(C(=O)COC(=O)c1cccnc1Nc1cccc(C(F)(F)F)c1)C1CCS(=O)(=O)C1 (stereo not drawn)	5.4	-7	-18	1.9%	-1	-1	20	5	9

Other records follow:
SMILES	D2 ag	RXFP1 antagonist	D1 antag	RXFP1 ag	TRHR enhancer	D1 PAM	D2 potentiator	D2 antagonist	D1 agonist
Cc1ccc(C)c(S(=O)(=O)N2CCN(C(=O)Cc3ccc(S(=O)(=O)N4CCOCC4)s3)CC2)c1	/	-15	-1	1.5%	12	1	/	/	7
CCSc1ncccc1C(=O)N[C@@H](CCSC)C(=O)OC	0.7	-28	-11	-11%	10	-8	-7	4	1
[O-][n+]1onc2c1CCc1nnccc1-2	0.7	1	-1	2.6%	-4	-2	10	7	4
COc1cccc(C(c2nnnn2C(C)(C)C)N2CCN(C3CCCCC3)CC2)c1OC (stereo not drawn)	-0.7	-3	0	0.2%	-4	-3	2	16	0
CCOC(=O)c1[nH]c2ccccc2c1N=CN(CC)CC	0.6	1	0	6.5%	6	-7	-2	-2	2
